phage Ecoli inh – E. coli growth loss with phage present; growth absorbance; inhibition, % at 11.9 µM; 0.26% of 360,000 active; AID 651602; in the data active = inhibition above about 11%
AddAB inh – less growth of phage-infected E. coli with AddAB; inhibition, % at 11.9 µM; 0.29% of 330,000 active; E. coli expressing H. pylori AddAB, absorbance growth; in the data active = inhibition above about 12%;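 also: 0% = vehicle wells of infected cells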
PKA-R1A activ – activates the PKA-R1A holoenzyme complex | P00514+P68181 | PKA-R1A dissociation, Cy5-IP20 fluorescence polarization; scaled: DMSO 0%, 113 µM cGMP 100% | activation, % at 11.4 µM | 0.083% of 340,000 active;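 active = percent activation above the mean of all tested compounds plus 3 SD, cut at about 19% in these data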;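 also: higher means more PKAc released from R1A so a rise in polarization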
MOR-DOR inv ag – inverse agonist of human OPRM1-OPRD1 heterodimerization; P35372+P41143; cell-based MOR-DOR heterodimer luminescence, inverse agonism; inhibition, % at 9.3 µM; 0.21% of 340,000 active; in the data active = inhibition above about 22%, passing the limit was not always enough;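 also: 0% = cells with DMSO and 100% = wells without cells with DMSO; values of inactives mirror those of a sister screen read the other way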
Tat transport – E. coli Tat transport inhibition; E. coli MC4100 TorA-mCherry Tat export, fluorescence; inhibition, % at 10 µM; 0.036% of 340,000 active;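 active = mean replicate inhibition at least 50% and at least half of replicates individually reaching 50%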;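 also: exported cargo escapes ClpAP degradation while cytoplasmic cargo is degraded and loses fluorescence; 0% = median of neutral control wells and 100% = median of NaSCN control wells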
HTR5A inv ctr – inverse agonist of human HTR5A in OPRM1-OPRD1 counter-screen | 0.083% of 340,000 active | P47898 | inhibition, % at 9.3 µM | HTR5A cell line, luminescence, inverse agonism; in the data active = inhibition mostly above about 23%, no sharp cut-off; inactive = mostly below about 18%;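 also: 0% = cells with DMSO and 100% = no-cell wells with DMSO; some compounds called inactive have numbers as strong as hits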
Target sequence (P47898 whole entry, looked up): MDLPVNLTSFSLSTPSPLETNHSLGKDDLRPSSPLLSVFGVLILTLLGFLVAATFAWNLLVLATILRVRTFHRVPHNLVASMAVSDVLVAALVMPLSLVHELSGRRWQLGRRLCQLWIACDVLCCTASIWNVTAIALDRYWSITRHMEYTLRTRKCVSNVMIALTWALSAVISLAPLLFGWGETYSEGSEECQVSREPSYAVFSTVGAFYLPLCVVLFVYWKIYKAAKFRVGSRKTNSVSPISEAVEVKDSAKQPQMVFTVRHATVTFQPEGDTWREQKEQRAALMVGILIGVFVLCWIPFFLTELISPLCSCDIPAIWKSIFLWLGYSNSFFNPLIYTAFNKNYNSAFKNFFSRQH
PfHsp90 yeast 2 – inhibits growth of yeast expressing Plasmodium falciparum Hsp90. S. cerevisiae expressing PfHsp90, BacTiter-Glo ATP, 48 h; yeast lacking PDR1 and PDR3 efflux regulators. inhibition, % at 9.4 µM. 0.32% of 310,000 active. AID 504621;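 active = every replicate shows inhibition above about 80%, whatever the replicate mean, limit read from the data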;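 also: 0% = DMSO neutral controls and 100% = 20 µM radicicol positive controls; yeast relying on Plasmodium falciparum Hsp90 in place of its own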
SUMO Mot1 rescue – SUMOylation pathway inhibition by Mot1-301 growth rescue; S. cerevisiae Mot1-301 growth rescue, ATP luminescence, 38.5C; percent above DMSO median, 100 means doubled; growth rescue, % at 18.8 µM; 1% of 320,000 active; AID 2716;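 active = every valid replicate shows activation above 250% relative to neutral control wells; inactive = the rest, any valid replicate at or below 250%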;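 also: OY570 slx delta 5 strain wells were the positive control but not used for scaling; some compounds called inactive have numbers as strong as hits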
E coli growth – reduces bacterial viability in AddAB counter-screen | AID 449728 | inhibition, % at 11.9 µM | E. coli V3065 growth, OD600 absorbance, 18 h | 0.27% of 330,000 active;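 active = inhibition above the campaign's mean inhibition across all tested compounds plus 3 SD, cut at about 9.9% in these data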;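 also: uninfected addAB+ strain grown without phage in ampicillin broth; 0% = DMSO wells and 100% = ciprofloxacin 0.95 µg/ml wells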
OPRM1-OPRD1 ag – agonists of human mu-delta opioid receptor heterodimerization; P35372+P41143; activation, % at 9.3 µM; 0.3% of 340,000 active; cells, OPRM1-OPRD1 heterodimerization, luminescence; in the data active = activation above about 18%;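 also: 0% = vehicle-treated cells and 100% = reference agonist; values of inactives mirror those of a sister screen read the other way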
PKA-R2B activ – PKA-R2B complex activation | P22694+P31323 | PKA-R2B holoenzyme dissociation, Cy5-IP20 fluorescence polarization; R2B truncated from residue 108, S112A mutant; 0% DMSO only, 100% 113 µM cGMP | activation, % at 11.4 µM | 0.079% of 340,000 active | AID 504700;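 active = activation above a cutoff set at the mean over all compounds plus 3 SD, cut at about 18% in these data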;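 also: higher means more holoenzyme dissociation and a rise in polarization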
Target sequence (P31323 whole entry, looked up, other chains not shown, the tested form may be a part): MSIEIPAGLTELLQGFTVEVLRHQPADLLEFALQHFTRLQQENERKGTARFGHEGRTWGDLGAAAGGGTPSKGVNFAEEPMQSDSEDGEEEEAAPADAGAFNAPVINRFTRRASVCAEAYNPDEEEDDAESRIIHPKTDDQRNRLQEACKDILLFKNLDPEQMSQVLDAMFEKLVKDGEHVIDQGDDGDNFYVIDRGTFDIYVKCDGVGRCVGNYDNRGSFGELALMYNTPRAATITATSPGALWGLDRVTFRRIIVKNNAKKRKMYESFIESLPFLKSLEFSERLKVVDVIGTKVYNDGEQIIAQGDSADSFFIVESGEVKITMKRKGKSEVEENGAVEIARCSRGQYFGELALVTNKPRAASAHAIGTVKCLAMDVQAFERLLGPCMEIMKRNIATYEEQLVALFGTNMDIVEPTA
An asterisk follows results filed as active; nt = no result given.

SMILES | phage Ecoli inh | AddAB inh | PKA-R1A activ | MOR-DOR inv ag | Tat transport | HTR5A inv ctr | PfHsp90 yeast 2 | SUMO Mot1 rescue | E coli growth | OPRM1-OPRD1 ag | PKA-R2B activ
CCOC(=O)C1(C)NC(c2ccc(OC)c(OC)c2)C2C(=O)N(CC)C(=O)C21 (stereo not given) | 2.3 | 1.6 | -8 | 19 | 5 | 0 | 7 | -7 | -0.8 | -3.2 | -2
Nc1c(Cl)ncnc1N/N=C/c1ccc(O)cc1 | -0.4 | 1.3 | 8 | 4 | 11 | 5 | 17 | 9 | -0.8 | -0.8 | 0
O=C(O)C1CCCCC1C(=O)Nc1ccc(S(=O)(=O)N2CCCC2)cc1 (stereo not given) | 1.9 | 5.0 | 1 | 5 | -3 | 0 | 5 | 447* | -0.5 | -0.9 | 3
CCS(=O)(=O)CCSC1OC(COC(C)=O)C(OC(C)=O)C(OC(C)=O)C1OC(C)=O (stereo not given) | 0.4 | 0.6 | -12 | 10 | -4 | 0 | 16 | -18 | -0.2 | -2.3 | 8
Cc1cc2nc3n(c2cc1C)CC1CC(C(=O)NCc2ccccc2)N(C)C31 (stereo not given) | 2.5 | 1.3 | -5 | 2 | -8 | -27 | nt | 2 | 1.7 | -0.3 | -3
O=C(N[C@@H](Cc1ccccc1)C(=O)N1CCN(S(=O)(=O)c2ccccc2F)CC1)c1ccco1 | 0.8 | -4.5 | 3 | 6 | -6 | 1 | -1 | -10 | -1.9 | -1.1 | 4
CC1=C(C(=O)Nc2ccccc2)C(c2ccco2)n2ncnc2N1 (stereo not given) | 0.8 | 1.7 | -15 | 15 | 3 | -7 | 4 | -19 | -1.0 | -3.2 | -8
CC(C)c1ccc(NC(=O)Cn2cccc2C2=NC(c3ccccc3)CO2)cc1 (stereo not given) | 3.5 | 1.3 | -12 | -12 | 3 | 0 | 15 | 177 | 1.1 | 2.3 | -10
COC(=O)CSc1nc(-c2ccccc2)c2c(c1C#N)CCCC2 | 2.7 | 2.9 | 2 | -21 | 7 | 15 | -25 | 178 | 2.3 | 4.1 | 1
CC1(c2ccc3c(c2)OCO3)NC(=O)N(CC(=O)Nc2ccccc2[N+](=O)[O-])C1=O (stereo not given) | 2.6 | nt | 2 | -10 | -6 | 10 | nt | nt | nt | 1.8 | -5

Brought forward from above: 2 entries, then new ones.
SMILES | phage Ecoli inh | AddAB inh | PKA-R1A activ | MOR-DOR inv ag | Tat transport | HTR5A inv ctr | PfHsp90 yeast 2 | SUMO Mot1 rescue | E coli growth | OPRM1-OPRD1 ag | PKA-R2B activ
COC(=O)CSc1nc(-c2ccccc2)c2c(c1C#N)CCCC2 | 2.7 | 2.9 | 2 | -21 | 7 | 15 | -25 | 178 | 2.3 | 4.1 | 1
CC1(c2ccc3c(c2)OCO3)NC(=O)N(CC(=O)Nc2ccccc2[N+](=O)[O-])C1=O (stereo not given) | 2.6 | nt | 2 | -10 | -6 | 10 | nt | nt | nt | 1.8 | -5
Cc1csc(SCC(=O)Nc2cc(C(N)=O)cc(C(N)=O)c2)n1 | 4.1 | 2.7 | -12 | 12 | 8 | -17 | -12 | -9 | -0.5 | -2.3 | -1
Cc1ccc(/C=C/C(=O)NCc2ccc(S(N)(=O)=O)cc2)o1 | 1.5 | nt | 2 | 7 | 1 | 5 | 0 | nt | nt | -1.3 | 1
COc1ccc(N/C(C)=C/C(=S)Nc2ccccc2)cc1 | -0.7 | 0.0 | -12 | 2 | -1 | 7 | 5 | -6 | 0.9 | -0.3 | -14
CCCCCN(C(=O)COC(=O)c1ccc(Br)o1)c1c(N)n(CCCC)c(=O)[nH]c1=O | 3.2 | 3.2 | -5 | 3 | -2 | 5 | nt | -15 | -0.5 | -0.7 | -1
COc1cc2c(cc1OC)[C@@H](NC(=O)CCC1CCCCC1)[C@H](O)C2 | 3.3 | 0.2 | -4 | 7 | -1 | -5 | -22 | nt | -3.2 | -1.4 | -2
Cc1ccc2nc(N3CC(=O)Nc4ccccc43)nc(-c3ccccc3)c2c1 | 1.0 | -0.5 | 1 | -8 | 19 | 9 | 27 | -7 | -1.0 | 1.6 | -6
CCCn1c(SCC(=O)Nc2ccc(OC)cc2[N+](=O)[O-])n[nH]c1=O | 4.3 | 1.8 | 8 | 11 | 0 | 6 | -2 | -5 | -0.5 | -2.3 | -6
CCN(C(=O)COC(=O)c1ccc(OC)c(S(=O)(=O)N(C)Cc2ccccc2)c1)C1CCS(=O)(=O)C1 (stereo not given) | 1.9 | 1.0 | 0 | -11 | 9 | 6 | nt | 2 | 0.6 | 1.8 | 3
Cc1[nH]n(-c2ccccc2)c(=O)c1/C=N/N1CCOCC1 | 0.1 | 0.1 | -6 | 15 | -4 | 5 | -23 | -7 | 0.2 | -3.1 | -6
CCOc1cc(-c2nn3cnnc3s2)cc(OCC)c1OCC | 1.6 | -0.4 | 2 | 18 | -6 | -12 | nt | -5 | -1.9 | -3.1 | 1
Cc1cc(C(=O)COC(=O)C2=COCCO2)c(C)n1-c1ccccc1 | 3.2 | -1.6 | 0 | 9 | -3 | 3 | 10 | -6 | 1.0 | -2.0 | -4
CCOC(=O)c1c(NC(=O)CSc2nnc(-c3ccco3)o2)sc(C(C)=O)c1C | 2.5 | 3.8 | -8 | 6 | -3 | -28 | 9 | 2 | -0.9 | -1.5 | -7
C=CC[C@H](CC(=O)N[C@H](CO)Cc1ccccc1)C(=O)N[C@H](COC(=O)[C@H](CC=C)CC(=O)OC(C)(C)C)Cc1c[nH]c2ccccc12 | 3.0 | 1.6 | -5 | -13 | 4 | -4 | -16 | 38 | -0.7 | 2.4 | -6
CCCCCC(N)=O | 1.8 | 2.0 | -3 | 11 | 18 | -2 | 17 | -3 | -2.1 | -2.0 | -2
CC(=O)/C(=N/Nc1cccc(Cl)c1)Sc1nnc(C(O)c2ccccc2)n1-c1ccccc1 (stereo not given) | 4.1 | 3.3 | -17 | 10 | 5 | 24 | 16 | nt | -1.3 | -1.4 | 5
CCCCn1nc(C(=O)Nc2ccc3c(c2)OCO3)c2ccccc2c1=O | 1.8 | -0.2 | -14 | 1 | 5 | -9 | nt | 27 | 0.3 | -0.2 | 2
Cc1ccc(S(=O)(=O)N(CC(=O)NCc2ccccc2)C(=O)N2CCN(C)CC2)cc1 | 1.0 | nt | 2 | -2 | -3 | 8 | -1 | nt | nt | 0.4 | 3
O=C(O)c1cccc(Nc2nc(-c3cccnc3)nc3ccccc23)c1 | 2.2 | 1.7 | 2 | 14 | -7 | -8 | 11 | -11 | 1.0 | -2.7 | 2
S=C(NC12CC3CC(CC(C3)C1)C2)N1CCOCC1 | 2.8 | -0.8 | 6 | -5 | 4 | 24 | -8 | 7 | -1.5 | 0.9 | -4
O=C1C(=C2CCCCC2)SC(=S)N1Cc1ccco1 | 2.3 | -1.0 | -1 | -13 | -41 | 0 | 1 | 3 | -1.7 | 2.4 | -1
Cc1ccc(-c2nc(CS(=O)CC(=O)NCCCN3CC(C)CC(C)C3)c(C)o2)cc1 (stereo not given) | 1.1 | 2.2 | 6 | 2 | -6 | -8 | 50 | 114 | 0.1 | -0.3 | -4
CCCCC(OC(=O)CN1C(=O)COc2ccccc21)C(=O)NC1CCCCC1 (stereo not given) | 0.2 | 2.2 | -14 | -8 | 7 | -11 | -15 | 9 | -1.0 | 0.9 | 7
CC(=O)Nc1ccccc1P(=O)(c1ccccc1)c1ccccc1OC(C)=O (stereo not given) | 1.5 | -0.4 | -10 | 14 | 0 | 0 | -2 | -9 | -0.5 | -2.7 | -11
COc1ccc(NC(=O)/C=C/c2cccc(C(F)(F)F)c2)cn1 | 1.5 | 0.2 | -1 | -21 | 9 | -18 | -18 | 72 | -1.3 | 4.0 | 3
COC(=O)C1=CN(Cc2ccc(OC)cc2)C=C(C(=O)OC)C1c1ccsc1 | 1.1 | -1.0 | -11 | 8 | 12 | 8 | -7 | -10 | -1.7 | -1.4 | -15
CCN(CC)CCOc1cc2c(nn1)Oc1ccccc1N2C | 2.5 | 3.0 | -4 | -30 | 0 | -7 | 13 | -19 | 0.7 | 4.8 | -6
O=C(Nc1nccs1)c1cccnc1Cl | 1.1 | -0.6 | 2 | 10 | -3 | 7 | -3 | 529 | 0.4 | -1.9 | -2
O=C(O)c1ccccc1NS(=O)(=O)c1ccc(NNC(=S)Nc2ccc(OC(F)F)cc2)c([N+](=O)[O-])c1 | 2.1 | nt | 13 | 19 | 2 | 3 | -2 | nt | nt | -3.7 | 4
CCOc1cc(-c2nnc(-c3ccco3)o2)cc(OCC)c1OCC | 0.2 | -0.5 | -22 | 0 | -6 | -23 | nt | 9 | 3.6 | 0.0 | 3
CCNC(=O)N(C)C[C@H]1N[C@@](CC)(C(=O)OC)[C@H]2C(=O)N(Cc3ccccc3)C(=O)[C@@H]12 | 1.5 | 1.9 | -6 | 10 | -3 | 3 | -52 | -24 | -0.7 | -2.1 | 10
COc1cc(/C=C2\SC(=S)N(CC(=O)Nc3ccccn3)C2=O)cc(OC)c1OC | 1.6 | 1.9 | -7 | -21 | -3 | -5 | -14 | -9 | 0.8 | 4.5 | -3
CSC1=Nc2sc3c(c2C2=NCCN12)CC(C)(C)OC3 | 0.9 | nt | 6 | 6 | -9 | -10 | -5 | nt | nt | -1.1 | 3
COc1ccc(NC(=O)CN2C(=O)CC(C)S(=O)(=O)c3ccccc32)cc1 (stereo not given) | 2.8 | 1.9 | -2 | -6 | 1 | 2 | -26 | 2 | 1.8 | 1.1 | -1
Cc1ccc(CN2C(=O)c3ccccc3NC23CCN(Cc2ccccc2)CC3)cc1 | 4.2 | -1.6 | -1 | nt | -5 | nt | -16 | 54 | -1.5 | nt | 3
Cc1ccc(-c2cc(-c3ccccc3Cl)c(C#N)c(N)n2)o1 | 3.3 | -2.5 | -10 | -24 | -2 | -5 | 1 | -11 | -0.9 | 4.2 | -5
O=C(Nc1cccc(Cl)c1)c1nc[nH]c1C(=O)N1CCc2ccccc2C1 | -0.3 | -0.2 | -6 | -41 | -3 | 18 | -8 | -2 | -2.9 | 6.7 | -1
CC(=O)Nc1ccc(S(=O)(=O)n2cnc(C)c2)cc1 | 0.6 | 3.7 | -8 | 8 | -5 | 17 | -7 | -8 | -0.3 | -2.0 | -5
Cc1cccc(C)c1NC(=O)CSc1nnc(-c2cnccn2)n1C | 1.5 | 2.4 | 8 | 17 | -1 | -2 | 7 | -21 | 2.4 | -3.3 | 5
COC(=O)c1ccc(C)c(NC(=O)CN2C(=O)c3ccccc3S2(=O)=O)c1 | 2.4 | 2.9 | 6 | 21 | 2 | 7 | -10 | -7 | -0.5 | -4.5 | -4
CN(C)C(=O)CCSc1nnc(-c2ccco2)o1 | 3.8 | 0.8 | -2 | 3 | 0 | -1 | 22 | nt | -1.8 | -0.6 | -1
O=C(Nc1cccc(Cl)c1)OCCOCCOC(=O)Nc1cccc(Cl)c1 | 2.2 | nt | -13 | -48 | 11 | -11 | -10 | nt | nt | 9.9 | -9
Cc1cccc(N2CC(c3nc4ccccc4n3C)CC2=O)c1C (stereo not given) | 2.4 | 0.6 | 1 | -2 | -4 | -23 | 3 | 117 | -1.3 | 0.4 | 0

Screens: PubChem BioAssay, several laboratories
